CTSL1 counter – cathepsin L1 inhibition, PFM18AAP counter-screen. recombinant F. hepatica cathepsin L1, Z-Leu-Arg-MCA fluorescence. inhibition, % at 5.96 µM. 300,000 compounds, 0.49% hits. AID 1906;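 active means inhibition above the mean of all tested compounds plus 3 SD, set per screening campaign, cut at about 17% in these data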;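 further: 0% = plate median of test compound wells and 100% = 1 µM Z-Phe-Ala-diazomethylketone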
Efflux pump inh – blocks antifungal efflux pumps in multiplex yeast assay; S. cerevisiae Candida pump triplex, Nile Red efflux; inhibition, % at 10 µM; 330,000 compounds, 0.44% hits;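 active means plate passing quality check with inhibition over a set limit, or well fluorescence over plate mean plus 4 SD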;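 further: Nile Red retained in pooled yeast measured as flow cytometry median fluorescence; 0% = buffer negative control and 100% = Enniatin B positive control; higher means more Nile Red kept so more efflux inhibition; some compounds called inactive have numbers as strong as hits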
HCV core dimer – HCV core protein dimerization inhibition | TR-FRET GST/Flag-core106 dimerization, 1536-well | inhibition, % at 5 µM | 300,000 compounds, 0.33% hits | AID 1899;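 active means inhibition above the mean of all tested compounds plus 3 SD, set per screening campaign, cut at about 45% in these data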
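Material: GST/Flag-tagged HCV core106 proteins. Incubation: 4 h, 22.5 °C incubation. Read-out basis: inhibition (%) from 671 over 617 nm ratio. Measured by: TR-FRET, excitation 340 nm, emission 617 and 671 nm.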
PP5 primary – PP5 (human) phosphatase inhibition; purified PP5c, OMFP substrate fluorescence; P53041; 320,000 compounds, 0.18% hits; AID 1987; inhibition, % at 6.7 µM;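 active means inhibition above the campaign's mean inhibition across all tested compounds plus 3 SD, cut at about 9.5% in these data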;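 further: 0% = DMSO only and 100% = 100 µM cantharidin control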
LYPLA2 inh – LYPLA2 (human) inhibition in PME1 counter-screen; O95372; recombinant LYPLA2, FP-Rh probe fluorescence polarization; inhibition, % at 5.9 µM; 320,000 compounds, 0.38% hits; AID 2177;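 active means inhibition above the screen-wide mean plus 3 SD, limit set per campaign, cut at about 26% in these data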;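 further: 0% = LYPLA2 with DMSO and 100% = wells lacking LYPLA2 enzyme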
PP1 inh – PP1-alpha (human) inhibition in PP5 counter-screen; P62136; purified PP1alpha, OMFP fluorescence; inhibition, % at 6.7 µM; 320,000 compounds, 0.9% hits; AID 2235;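 active means inhibition above the mean inhibition of all tested compounds plus 3 SD, computed separately for each screening campaign, cut at about 15% in these data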
Target sequence (P62136 whole entry, looked up): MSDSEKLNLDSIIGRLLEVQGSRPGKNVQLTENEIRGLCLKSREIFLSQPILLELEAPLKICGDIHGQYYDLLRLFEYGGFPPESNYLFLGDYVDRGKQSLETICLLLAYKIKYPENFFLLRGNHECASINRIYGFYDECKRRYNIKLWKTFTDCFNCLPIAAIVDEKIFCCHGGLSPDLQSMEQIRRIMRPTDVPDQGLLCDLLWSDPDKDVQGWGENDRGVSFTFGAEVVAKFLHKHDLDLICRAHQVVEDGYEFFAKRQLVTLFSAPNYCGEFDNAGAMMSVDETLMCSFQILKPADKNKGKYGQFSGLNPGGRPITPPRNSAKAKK
GASC-1 inh – blocks human GASC-1 demethylase activity; inhibition, % at 2.35 µM; Q9H3R0; GST-JMJD2C(1-420) H3K9me3 demethylation, DELFIA europium; AID 2099; 330,000 compounds, 0.069% hits;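 active means more than half of a compound's replicate wells show inhibition beyond 50%, single wells judged on their own value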;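 further: signal counts dimethyl H3K9 product captured on neutravidin plate; 0% = median of DMSO wells and 100% = 0.3 times that DMSO median; strong numbers were not always called active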
TPT1 inh – blocks Candida albicans tRNA 2'-phosphotransferase | recombinant caTPT1, FP RNA substrate dephosphorylation | inhibition, % at 5 µM | 300,000 compounds, 0.81% hits | AID 1962;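 active means inhibition above the mean of all tested compounds plus 3 SD, set per screening campaign, cut at about 24% in these data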;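 further: plate controls were DMSO alone for no effect and ferristatin control at 100 nM for full effect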
PREPL inhibitor – inhibits the human prolyl oligopeptidase-like enzyme. Q4J6C6. recombinant PREPL, fluorescence polarization activity-based probe. inhibition, % at 5.96 µM. 320,000 compounds, 0.68% hits. AID 2751; in the data active means inhibition above about 43%;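 further: 0% = enzyme with DMSO and 100% = wells lacking enzyme; many of its hits are not listed in these tables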
Target sequence (Q4J6C6 whole entry, looked up): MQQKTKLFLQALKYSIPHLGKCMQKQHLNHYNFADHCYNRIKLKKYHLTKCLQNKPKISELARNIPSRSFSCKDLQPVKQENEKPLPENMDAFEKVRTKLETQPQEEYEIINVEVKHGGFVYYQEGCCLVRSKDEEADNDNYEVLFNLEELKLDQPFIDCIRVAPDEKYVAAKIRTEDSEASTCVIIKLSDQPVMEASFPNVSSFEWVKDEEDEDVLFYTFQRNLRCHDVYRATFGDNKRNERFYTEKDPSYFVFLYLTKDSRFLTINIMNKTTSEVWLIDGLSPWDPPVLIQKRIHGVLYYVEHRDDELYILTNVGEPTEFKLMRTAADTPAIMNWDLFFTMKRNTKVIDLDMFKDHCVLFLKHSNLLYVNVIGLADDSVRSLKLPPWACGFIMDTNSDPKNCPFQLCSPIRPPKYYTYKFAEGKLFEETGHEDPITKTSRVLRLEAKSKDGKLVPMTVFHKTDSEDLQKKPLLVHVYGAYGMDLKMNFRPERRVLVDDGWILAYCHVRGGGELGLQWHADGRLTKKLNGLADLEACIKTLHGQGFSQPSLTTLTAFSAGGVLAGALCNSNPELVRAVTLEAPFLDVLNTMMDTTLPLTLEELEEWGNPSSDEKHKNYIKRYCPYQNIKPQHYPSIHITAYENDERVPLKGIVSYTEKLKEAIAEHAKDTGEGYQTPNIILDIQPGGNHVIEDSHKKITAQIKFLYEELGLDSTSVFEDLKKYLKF
Active calls of the source: *; & = joins results of further samples. This is a subset. The share of hits here may be higher or lower than overall.

For N#CCCNc1ccc(OCCC#N)cc1 the results were CTSL1 counter -3.7, Efflux pump inh -0.2, HCV core dimer -4.0, PP5 primary 5.5, LYPLA2 inh 6.2, PP1 inh -2.8, GASC-1 inh 14.0, TPT1 inh -1.3 and PREPL inhibitor 1.6.
Screening Cc1cc(=O)[nH]c(N/N=C/c2ccc(-c3ccc([N+](=O)[O-])cc3)o2)n1 returned CTSL1 counter 1.2, Efflux pump inh 0.3, HCV core dimer 9.3, PP5 primary 1.3, LYPLA2 inh -1.6, PP1 inh 5.1, GASC-1 inh -3.0, TPT1 inh 6.7 and PREPL inhibitor 8.9.
For CCCN(CCO)CCCc1ccccc1 the results were CTSL1 counter -3.0, Efflux pump inh 0.0, HCV core dimer -7.2, PP5 primary -1.2, LYPLA2 inh 1.4, PP1 inh 1.3, GASC-1 inh 12.3, TPT1 inh -6.6 and PREPL inhibitor -5.0.
`CCOc1ccccc1OCCCC(=O)N(CC)CC(=O)Nc1ccc(NC(C)=O)cc1` gave CTSL1 counter 2.1, Efflux pump inh 0.2, HCV core dimer 3.7, PP5 primary -2.0, LYPLA2 inh 0.2, PP1 inh -3.3, GASC-1 inh 18.5, TPT1 inh 1.8 and PREPL inhibitor -9.7.
Screening COc1cc(OC)cc(-c2c(C#Cc3ccsc3)c3cc(-c4cccc5[nH]ccc45)ccc3n2C)c1 returned Efflux pump inh -0.4, PP5 primary -0.1, LYPLA2 inh -1.9, PP1 inh -0.2, GASC-1 inh -5.8 and PREPL inhibitor 10.3.
CCCCCCn1c(SCCOC)nc2c1c(=O)[nH]c(=O)n2C was read as CTSL1 counter -2.0, Efflux pump inh 0.0, HCV core dimer 8.0, PP5 primary 1.5, LYPLA2 inh 1.6, PP1 inh -3.1, GASC-1 inh 3.0&8.5, TPT1 inh 0.1 and PREPL inhibitor -4.3.
`O=C1CSc2ccc(S(=O)(=O)NCc3ccccc3)cc2N1` gave CTSL1 counter -2.7, Efflux pump inh 0.4, HCV core dimer -5.1, PP5 primary -0.6, LYPLA2 inh -2.7, PP1 inh 0.1, GASC-1 inh -2.9, TPT1 inh 3.4 and PREPL inhibitor -3.1.
Screening CCCOc1ccc(CCc2n[nH]c(=S)n2Cc2ccccc2)cc1 returned CTSL1 counter -1.1, Efflux pump inh 0.0, HCV core dimer 1.4, PP5 primary 5.6, LYPLA2 inh 3.0, PP1 inh 7.6, GASC-1 inh -29.4, TPT1 inh -1.5 and PREPL inhibitor -4.6.
Screening COc1ccc(NC(=O)COC(=O)c2ccc(-n3cnnn3)cc2)c([N+](=O)[O-])c1 returned Efflux pump inh 0.0, PP5 primary -0.5, LYPLA2 inh -6.6, PP1 inh 0.1 and PREPL inhibitor 4.9.
CN(C)c1ccc(C(=O)Nc2ccc(S(=O)(=O)NC3=NCCCCC3)cc2)cc1 was read as CTSL1 counter 0.6, Efflux pump inh -0.1, HCV core dimer 3.1, PP5 primary 0.0, LYPLA2 inh 0.4, PP1 inh 0.8, GASC-1 inh 1.9, TPT1 inh -4.7 and PREPL inhibitor 6.4.
For O=C(Nc1c2c(nn1-c1ccc(F)cc1)CS(=O)C2)c1ccc(Br)o1 (stereo not given) the results were CTSL1 counter 0.6, Efflux pump inh 0.1, HCV core dimer -0.9, PP5 primary -0.8, LYPLA2 inh -6.5, PP1 inh -4.8, GASC-1 inh 10.3, TPT1 inh 2.0 and PREPL inhibitor 6.0.
`CC(NC(=O)c1cccc(C(F)(F)F)c1)C(c1ccccc1)N1CCOCC1` (stereo not given) gave CTSL1 counter 0.2, Efflux pump inh 0.1, HCV core dimer -1.1, PP5 primary -2.2, LYPLA2 inh -7.1, PP1 inh 0.2, GASC-1 inh 2.2, TPT1 inh 3.9 and PREPL inhibitor 3.6.
COc1ccc(/C=C/C(=O)C23CC4CC(CC(C4)C2)C3)cc1CN1CCOCC1 was read as CTSL1 counter -2.7, Efflux pump inh -0.2, HCV core dimer 3.6, PP5 primary 1.1, LYPLA2 inh 4.9, PP1 inh -1.1, GASC-1 inh -0.7, TPT1 inh -2.8 and PREPL inhibitor -4.1.
For COc1ccc(C2CC(=O)C3=C(C2)Nc2ccccc2N(C(=O)CCC(=O)O)C3c2ccc(F)cc2)cc1 (stereo not given) the results were CTSL1 counter 2.8, Efflux pump inh 0.1, HCV core dimer 6.8, PP5 primary -1.3, LYPLA2 inh 3.9, PP1 inh -1.8, GASC-1 inh -5.7, TPT1 inh 0.6 and PREPL inhibitor -4.6.
For O=c1cc(O)c2ccccc2[nH]1 the results were CTSL1 counter -2.3, Efflux pump inh 0.0, HCV core dimer -4.9, PP5 primary 2.0, LYPLA2 inh 1.2, PP1 inh -0.2, GASC-1 inh -6.9, TPT1 inh -3.8 and PREPL inhibitor 14.6.
O=S(=O)(c1ccc(F)c(F)c1)N1CCN(CCc2ccccc2)CC1 was read as CTSL1 counter -0.1, Efflux pump inh 0.3, HCV core dimer -4.0, PP5 primary 0.9, LYPLA2 inh 0.8, PP1 inh 0.8, GASC-1 inh 96.8, TPT1 inh 0.8 and PREPL inhibitor -3.2.
O=C(COc1ccccc1O)N1CCN(C(=O)c2ccco2)CC1 was read as CTSL1 counter -1.3, Efflux pump inh 0.0, HCV core dimer -2.7, PP5 primary 1.6, LYPLA2 inh -1.4, PP1 inh -2.1, GASC-1 inh -7.2, TPT1 inh -0.1 and PREPL inhibitor -8.3.
`O=C(c1ccco1)N1CCC(c2ccccc2)C1` (stereo not given) gave CTSL1 counter -1.4, Efflux pump inh 0.1, HCV core dimer 4.6, PP5 primary 3.4, LYPLA2 inh -0.8, PP1 inh -2.7, GASC-1 inh -2.9, TPT1 inh 2.9 and PREPL inhibitor 7.8.
Screening CC(C)(C)N(Cc1ccccc1)C(=O)COC(=O)/C=C/c1ccc2c(c1)OCO2 returned Efflux pump inh 0.0, PP5 primary 4.0, LYPLA2 inh 3.3, PP1 inh -3.7, GASC-1 inh 2.4 and PREPL inhibitor 23.1.
O=C(Nc1ccccn1)N1CCOCC1 was read as CTSL1 counter 2.2, Efflux pump inh 0.0, HCV core dimer 0.6, PP5 primary 2.4, LYPLA2 inh -4.1, PP1 inh -5.2, GASC-1 inh 11.2, TPT1 inh 0.6 and PREPL inhibitor 12.2.
For CC(=O)n1cc([C@@H]2C=C(C(=O)O)O[C@H](OCc3ccc(CO)cc3)C2)c2ccccc21 the results were CTSL1 counter -1.5, Efflux pump inh 0.1, HCV core dimer 1.4, PP5 primary -2.3, LYPLA2 inh 1.5, PP1 inh 0.8, GASC-1 inh 3.1, TPT1 inh 0.6 and PREPL inhibitor 4.4.
CCOC(=O)CNC(=O)Cn1cnc2c(cnn2-c2ccc(C)cc2)c1=O was read as CTSL1 counter 0.0, Efflux pump inh -0.1, HCV core dimer -4.4, PP5 primary -1.5, LYPLA2 inh 1.9, PP1 inh -0.2, GASC-1 inh -1.4, TPT1 inh -4.2 and PREPL inhibitor 10.2.
`CN1C(=O)N(C)C2(c3ccccc3)Nn3c(s/c(=C/c4ccccc4F)c3=O)=NC12c1ccccc1` (stereo not given) gave CTSL1 counter 0.4, Efflux pump inh 0.1, HCV core dimer 5.9, PP5 primary -1.4, LYPLA2 inh 3.3, PP1 inh -2.2, GASC-1 inh 1.6, TPT1 inh -7.8 and PREPL inhibitor -1.4.
`O=C(O/N=C1\CCCc2ccccc21)c1cccs1` gave CTSL1 counter -11.1, Efflux pump inh 0.1, HCV core dimer 4.4, PP5 primary 1.3, LYPLA2 inh -3.3, PP1 inh 7.3, GASC-1 inh -1.6, TPT1 inh -1.4 and PREPL inhibitor 0.8.
COC(=O)CC(c1ccc(C#N)cc1)n1c(C)ccc1C (stereo not given) was read as CTSL1 counter 7.6, Efflux pump inh 0.1, HCV core dimer -1.5, PP5 primary 0.8, LYPLA2 inh -3.3, PP1 inh -4.4, GASC-1 inh 9.6, TPT1 inh 3.7 and PREPL inhibitor 6.0.
COCCN1C(=O)/C(=C/c2ccc(Oc3ccc([N+](=O)[O-])cn3)c(OC)c2)SC1=Nc1ccccc1 was read as CTSL1 counter -1.7, Efflux pump inh 0.2, HCV core dimer -0.7, PP5 primary -1.7, LYPLA2 inh -1.3, PP1 inh -2.1, GASC-1 inh -0.6, TPT1 inh -1.5 and PREPL inhibitor 6.4.
`O=C(CNc1cccc2ccccc12)N/N=C/C(Br)=C/c1ccccc1` gave CTSL1 counter 1.9, Efflux pump inh 0.1, HCV core dimer 12.5, PP5 primary 2.6, LYPLA2 inh -3.5, PP1 inh 3.0, GASC-1 inh -2.2, TPT1 inh -2.5 and PREPL inhibitor 24.1.
COc1ccccc1N1CCN(/N=C/c2ccc(Cl)c([N+](=O)[O-])c2)CC1 was read as CTSL1 counter 7.3, Efflux pump inh 0.2, HCV core dimer 1.4, PP5 primary 0.9, LYPLA2 inh 8.1, PP1 inh -2.0, GASC-1 inh -3.9, TPT1 inh -3.8 and PREPL inhibitor 19.0.
For O=C(NNC(=O)c1ccc2[nH]c(=O)c(=O)[nH]c2c1)c1cccc(Br)c1 the results were CTSL1 counter 0.3, Efflux pump inh -0.1, HCV core dimer -3.6, PP5 primary -1.8, LYPLA2 inh -10.4, PP1 inh -1.9, GASC-1 inh -3.0, TPT1 inh 2.0 and PREPL inhibitor 4.5.
CC(C)(C)OC(=O)[C@H](Cc1ccccc1)NC(=O)c1nc[nH]c1C(=O)NCC(=O)OCc1ccccc1 was read as CTSL1 counter 6.0, Efflux pump inh 0.2, HCV core dimer 3.2, PP5 primary 5.4, LYPLA2 inh -31.4, PP1 inh 8.6, GASC-1 inh 1.5, TPT1 inh 1.5 and PREPL inhibitor -8.3.
`COc1ccccc1CNc1ccc2nnc(CCNC(=O)c3ccccc3)n2n1` gave CTSL1 counter -3.0, Efflux pump inh 0.0, HCV core dimer 3.3, PP5 primary -3.0, LYPLA2 inh 0.8, PP1 inh -2.6, GASC-1 inh -1.1, TPT1 inh -0.4 and PREPL inhibitor -8.6.
For Cc1ccc(C)c(NC(=O)COC(=O)COc2cccc3c2OC(C)(C)C3)c1 the results were CTSL1 counter 0.3, Efflux pump inh 0.0, HCV core dimer 0.7, PP5 primary 1.7, LYPLA2 inh 0.5, PP1 inh -0.9, GASC-1 inh -8.1, TPT1 inh 0.6 and PREPL inhibitor -7.0.
Screening Cc1ccc(NS(=O)(=O)c2ccc(F)cc2)nc1 returned CTSL1 counter 1.2, Efflux pump inh 0.0, HCV core dimer -4.4, PP5 primary -0.8, LYPLA2 inh 0.2, PP1 inh 2.0, GASC-1 inh -1.7, TPT1 inh -0.4 and PREPL inhibitor 13.4.
Screening CCC(C(=O)Nc1ccsc1C(=O)OC)c1ccccc1 (stereo not given) returned CTSL1 counter -3.3, Efflux pump inh 0.0, HCV core dimer 4.2, PP5 primary 1.5, LYPLA2 inh -3.6, PP1 inh 3.5, GASC-1 inh 7.1, TPT1 inh 1.1 and PREPL inhibitor -2.3.
`Cc1ccc(NC(=O)COC(=O)c2ccc(Cl)cc2)cc1S(=O)(=O)N(C)C` gave CTSL1 counter -8.2, Efflux pump inh 0.0, HCV core dimer 2.0, PP5 primary 4.4, LYPLA2 inh -9.2, PP1 inh 1.7, GASC-1 inh -4.1, TPT1 inh -1.3 and PREPL inhibitor 10.4.

Bioassay records: PubChem, several laboratories
